High-throughput results: PubChem BioAssay, several laboratories
CF NFkB block – blocks PAF-induced NF-kB reporter in cystic fibrosis cells. AID 588850. KKLEB NF-kB-GFP reporter, GFP fluorescence overnight. inhibition, % at 5 µM. hit rate 0.86% among 360,000;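 active = at least 50% inhibition at 5 µM, scaled per plate between neutral and stimulator controls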;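 note: PAF is a Pseudomonas aeruginosa culture filtrate used as stimulus; plate controls were PAF-stimulated DMSO wells for no effect and unstimulated DMSO wells for full effect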
NR2E3 ag-1 – NR2E3 (human) agonism; Q9Y5X4; GST-NR2E3/biotin-RetCOR TR-FRET, 1536-well; inhibition of corepressor binding, % at 4.78 µM; hit rate 0.12% among 320,000; AID 2300;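 active = percent inhibition above the cutoff of mean plus 3 SD of all tested compounds, set per screening campaign, cut at about 20% in these data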;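 note: 0% = DMSO wells and 100% = biotin wells as full block of FRET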
Target sequence (Q9Y5X4 whole entry, looked up): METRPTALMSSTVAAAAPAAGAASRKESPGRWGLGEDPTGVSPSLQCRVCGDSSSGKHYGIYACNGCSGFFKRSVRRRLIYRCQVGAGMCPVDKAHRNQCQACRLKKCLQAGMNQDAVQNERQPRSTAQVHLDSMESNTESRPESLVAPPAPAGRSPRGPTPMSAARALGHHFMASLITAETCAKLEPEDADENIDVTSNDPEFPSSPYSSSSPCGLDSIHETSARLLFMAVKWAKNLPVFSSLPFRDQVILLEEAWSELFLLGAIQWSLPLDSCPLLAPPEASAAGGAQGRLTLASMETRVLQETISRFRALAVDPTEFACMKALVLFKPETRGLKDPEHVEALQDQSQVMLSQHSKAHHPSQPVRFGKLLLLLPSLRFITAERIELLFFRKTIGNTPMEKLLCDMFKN
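Material: NR2E3–RetCOR corepressor complex | Quantity: 1.35 nM GST-tagged NR2E3 final | Schedule: 5 h at 4 °C | Replication: Singlicate compound wells | Reagent: RetCOR corepressor, biotinylated, 7 nM | Controls: Biotin wells as high control, 0.6% DMSO wells as low control | Signal: TR-FRET, Eu(K)-anti-GST donor, streptavidin-D2 acceptor, ex 340, em 617/671 nm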
NR2E3 ag-2 – agonists of human NR2E3 nuclear receptor; CHO-S Gal4-NCOR/VP16-NR2E3 two-hybrid, luciferase; inhibition of corepressor binding, % at 3.98 µM; hit rate 0.35% among 360,000; AID 602229;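 active = inhibition above the mean of all tested compounds plus 3 SD, cut at about 70% in these data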;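 note: 0% = DMSO with NR2E3 transfected cells and 100% = cells lacking NR2E3 construct; higher means lower luciferase signal from less NR2E3 corepressor binding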
TRAIL sens C8 – caspase-8 TRAIL sensitization; NB7+C8 cells + TRAIL, ATPlite viability luminescence; inhibition (viability loss, TRAIL sensitization), % at 10 µM; hit rate 1% among 360,000;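 active = compounds causing at least 50% loss of cell viability in the single-dose screen, relative to plate controls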
KKLEB cytotox – counter-screen for CF NF-kB inhibitors: cytotoxicity; KKLEB CF airway cells viability, ATPlite luminescence, overnight; active compounds read low; cells stimulated with P. aeruginosa culture filtrate; activity change (cytotoxicity), % at 5 µM; hit rate 0.36% among 360,000;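 active = corrected activity change at or below -50% at 5 µM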
Shn3 3UTR inh – reduces Shn3 3'UTR luciferase signal in osteoblasts | Clone20 osteoblast Shn3 3'UTR firefly luciferase, 24 h | inhibition, % at 12.5 µM | hit rate 0.52% among 360,000;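 active = mean inhibition of at least 75% with every replicate also reaching 75%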;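 note: 0% = median of neutral control wells and 100% = pilot-screen positive control compound; some compounds past the cut are filed as inactive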
TWEAK-Fn14 inh – TWEAK-Fn14 signaling inhibition; inhibition, % at 10 µM; TWEAK-stimulated Fn14 reporter cells, luciferase luminescence, 8 h; hit rate 2% among 360,000; AID 1159606; in the data active = inhibition above about 50%
TRPM1 prom inh – reduces MITF-dependent TRPM1 promoter luciferase signal | SK-MEL-5 TRPM1 promoter luciferase, 24 h | inhibition, % at 12.5 µM | hit rate 0.83% among 330,000 | AID 488899;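 active = mean inhibition across replicates of 60% or more, whatever share of single replicates reaches that level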; note: values of inactives mirror those of a sister screen read the other way
TROY NFkB inh – TROY signaling inhibition; Q293 LMP1-TROYcd NF-kB luciferase reporter, 4 h; inhibition, % at 10 µM; hit rate 0.98% among 360,000;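 active = compounds whose plate-normalised and pattern-corrected inhibition of the luciferase reporter signal at the single screening dose is 50% or more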
Peg3 prom inh – Peg3 promoter activity inhibition. hit rate 1.7% among 360,000. AID 588405. HeLa PEG-Prom luciferase reporter, luminescence, overnight. inhibition, % at 20 µM;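 active = inhibition of at least 50% at 20 µM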
HIF-2a inh – blocks HIF-2a reporter activity; AID 624352; hit rate 0.72% among 360,000; 786-0 RCC cells HIF-2a reporter, luciferase luminescence, overnight; inhibition, % at 18.8 µM;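 active = inhibition of the luminescence signal of 40% or more relative to plate controls, in a single-dose primary screen at 18.75 µM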
An asterisk follows results filed as active; / = no result given.

SMILES | CF NFkB block | NR2E3 ag-1 | NR2E3 ag-2 | TRAIL sens C8 | KKLEB cytotox | Shn3 3UTR inh | TWEAK-Fn14 inh | TRPM1 prom inh | TROY NFkB inh | Peg3 prom inh | HIF-2a inh
Cc1cccc(C)c1NC(=O)CN(c1ccccn1)S(=O)(=O)c1ccccc1 | 11.7 | 1.9 | -15.4 | 0.1 | -11.5 | -21.3 | -14.6 | 7.8 | -24.9 | 2.1 | -13.4
COc1ccc(NCC(=O)Nc2ccc(Br)cc2F)c(OC)c1 | -2.0 | -2.8 | -27.6 | -6.1 | 0.0 | 3.8 | -8.1 | 9.1 | 0.3 | 0.5 | -12.2
O=[N+]([O-])c1ccc(Oc2ccc(OCc3ccccc3)cc2)nc1 | -21.0 | 0.2 | -10.8 | 12.9 | 2.8 | 17.5 | -20.5 | -2.3 | -1.8 | -14.5 | -82.1
COc1cc(C(=O)NCC2(c3ccccc3)CCCC2)cc(OC)c1OC | -5.1 | -2.5 | -13.5 | 1.8 | -1.5 | 4.2 | -26.7 | 5.0 | -3.9 | 4.8 | 4.9
Cc1cc(/C=N\NC(=O)c2cccs2)c(C)n1-c1ccc2ncccc2c1 | -1.0 | 4.7 | -81.2 | -4.9 | -5.5 | -4.1 | 18.9 | -72.1 | / | -197.3 | -137.4
O=C1Nc2ccccc2C(O)(C(=O)NCc2ccco2)N1c1ccc(Cl)cc1 (stereo unspecified) | -6.9 | 3.1 | -25.0 | -3.3 | 2.3 | 10.4 | -3.2 | -12.5 | -35.7 | -38.7 | -44.7
Cc1cc(C)nc(SCC(=O)Nc2ncc(Cc3cccc(Cl)c3)s2)n1 | 29.6 | 2.7 | -0.6 | -3.4 | -4.8 | 29.5 | 14.2 | -12.0 | 33.1 | 37.0 | 20.4
O=S(=O)(Nc1ccc(-c2ccc(NS(=O)(=O)c3ccccc3)cc2)cc1)c1ccccc1 | 28.1 | / | 16.9 | 1.9 | -16.3 | 53.2 | -9.1 | 3.7 | 33.0 | 14.8 | 25.6
COc1cc2c(cc1OC)C1=C(C#N)COCN1CC2 | 2.4 | -0.2 | -3.9 | 6.8 | 3.0 | -3.0 | -8.3 | -0.7 | -8.4 | 6.6 | 15.3
O=C(c1cc(-c2ccncc2)nc2ccccc12)N1CCN(c2ccccc2O)CC1 | 4.8 | -0.9 | 15.2 | 9.2 | -2.2 | -9.4 | 25.5 | 2.9 | 3.0 | 20.4 | 15.1
COc1cc(C)ccc1Oc1ncnc(N)c1[N+](=O)[O-] | 1.4 | -1.4 | -15.7 | 4.1 | -17.7 | -8.7 | 14.1 | 4.2 | 15.7 | 13.1 | 18.9
CCCCS(=O)CC(O)COCC (stereo unspecified) | 1.7 | 1.6 | -7.5 | -15.6 | 8.8 | -1.4 | 2.0 | 6.6 | 16.9 | 5.0 | 12.1
CCc1nc(N2CCN(C(=O)c3ccccc3)CC2)c2c3c(sc2n1)CCCC3 | 20.8 | 5.3 | -1.3 | 9.9 | -9.3 | -52.6 | 27.6 | 6.0 | 31.7 | 30.6 | 17.0
CC(C)CCNC(=O)c1c(CSc2ccccc2)noc1C(=O)NCc1ccccc1 | -14.4 | 1.0 | -4.7 | -3.1 | 8.9 | -15.0 | -8.5 | 2.0 | 2.1 | -5.7 | -2.9
CC(C)(C)c1csc(NC(=O)Cn2cnc3ccccc3c2=O)n1 | 1.8 | 0.3 | -10.1 | -5.9 | -2.6 | 14.4 | -14.1 | -5.3 | -18.8 | 16.3 | 26.8

Complete entries as entered above. Order of values: CF NFkB block | NR2E3 ag-1 | NR2E3 ag-2 | TRAIL sens C8 | KKLEB cytotox | Shn3 3UTR inh | TWEAK-Fn14 inh | TRPM1 prom inh | TROY NFkB inh | Peg3 prom inh | HIF-2a inh
Shown for COc1cc(C(=O)NCC2(c3ccccc3)CCCC2)cc(OC)c1OC = -5.1 | -2.5 | -13.5 | 1.8 | -1.5 | 4.2 | -26.7 | 5.0 | -3.9 | 4.8 | 4.9
Shown for Cc1cc(C)nc(SCC(=O)Nc2ncc(Cc3cccc(Cl)c3)s2)n1 = 29.6 | 2.7 | -0.6 | -3.4 | -4.8 | 29.5 | 14.2 | -12.0 | 33.1 | 37.0 | 20.4

(continued)
SMILES | CF NFkB block | NR2E3 ag-1 | NR2E3 ag-2 | TRAIL sens C8 | KKLEB cytotox | Shn3 3UTR inh | TWEAK-Fn14 inh | TRPM1 prom inh | TROY NFkB inh | Peg3 prom inh | HIF-2a inh
CC(C)(C)c1ccc(S(=O)(=O)NCc2ccc(C(=O)NCc3ccccn3)cc2)cc1 | 1.1 | 2.0 | 2.4 | 3.9 | 3.4 | 17.2 | -15.4 | 5.7 | -1.8 | 6.1 | 15.1
CCOc1ccc(NC(=O)CN(C)C(=O)c2ccc(N3CCCC3)c([N+](=O)[O-])c2)cc1OCC | 4.4 | 3.9 | 18.6 | -14.9 | -10.9 | 9.4 | -17.7 | 3.9 | -4.7 | -10.6 | 7.3
Cc1ccc(C(=O)NCCCNC(=O)c2cccnc2)cc1 | 8.6 | 1.8 | -7.0 | -6.7 | 3.8 | 14.3 | -8.2 | 7.8 | 5.2 | -21.4 | 11.1
Cc1ccc(N=C/C(C(=O)C(F)(F)F)=C(\O)c2cccs2)cc1 | -6.7 | 2.4 | -113.8 | 60.9* | -0.1 | -0.7 | 83.4* | -112.0 | -42.3 | -272.9 | -236.9
O=C(COc1ccccc1)Nc1ccc(CSc2ccccc2)cc1 | -11.4 | 3.0 | -33.6 | 6.5 | 8.1 | -1.4 | -5.6 | 6.9 | -9.2 | 11.3 | 6.6
COc1ccc(CNC(=O)[C@H](NC(=O)C2CCN(C(=O)[C@@H](N)CCSC)CC2)C(C)C)cc1 | -9.3 | -1.7 | -43.3 | -17.8 | -1.1 | 0.2 | 16.2 | 11.0 | -4.6 | 7.2 | 17.6
CCOC(=O)c1nc2nc(C)c(Cl)c(=O)n2[nH]1 | 11.0 | -1.7 | 4.6 | 2.9 | -1.4 | 14.5 | -10.6 | -5.6 | -1.9 | 11.5 | 2.8
COc1ccc(OC)c(S(=O)(=O)N2CCC(C(=O)NCC3CCCO3)CC2)c1 (stereo unspecified) | 7.1 | 0.9 | 8.5 | -7.2 | 11.6 | 0.6 | 6.3 | 10.7 | / | 11.6 | 12.6
CCC(=O)Nc1cc2c3c(c1)CCC(=O)N3CCC2 | -2.0 | 2.3 | 20.1 | -10.0 | 2.4 | -6.6 | 2.9 | 13.0 | 6.5 | -15.5 | 5.8
Fc1ccc(/C=N/Nc2nccnc2Cl)cc1 | -6.2 | 3.2 | -111.1 | -0.2 | 17.2 | -76.2 | -10.0 | -19.8 | -55.6 | -217.6 | -207.4
CN1CCN(c2oc(-c3ccccc3F)nc2S(=O)(=O)c2ccc(Cl)cc2)CC1 | 20.6 | 2.8 | -19.9 | -13.3 | -3.6 | 11.9 | -6.0 | -0.4 | -17.2 | 15.4 | -1.7
O=C(CCC1CCCN(C(=O)Cc2cccc(F)c2)C1)N1CCN(c2ccccn2)CC1 (stereo unspecified) | 7.8 | -1.3 | -2.4 | 6.6 | -3.3 | -7.2 | -4.3 | -4.4 | -13.2 | 5.7 | 20.3
COc1ccc(OC)c(S(=O)(=O)N2CCN(C(=O)c3ccco3)CC2)c1 | 5.2 | 0.9 | 6.4 | -0.7 | -11.7 | 8.1 | -9.3 | 16.0 | 1.6 | 12.3 | -1.9
CC(=O)c1ccc(N(CC(=O)NC2CCCCC2)C(=O)c2csnn2)cc1 | -1.0 | -2.3 | -36.2 | 9.6 | -5.6 | 0.0 | 12.5 | -8.3 | -10.3 | -18.4 | -14.9
CCOC(=O)CCNC(=O)N1CCCC(C(=O)c2ccccc2SC)C1 (stereo unspecified) | -6.4 | -1.8 | -15.3 | -2.5 | 0.7 | / | 7.6 | -0.4 | -3.0 | -2.4 | 14.3
CC(=O)Nc1cc(-c2ccc(CO)cc2)cn2c(-c3cccc(C(F)(F)F)c3)cnc12 | -53.7 | / | -13.8 | 7.9 | -2.4 | -2.4 | -5.3 | / | -3.4 | 25.5 | 0.1
CS(=O)(=O)N1CCc2cc(S(=O)(=O)NCCNS(=O)(=O)c3ccc4c(c3)CCN4S(C)(=O)=O)ccc21 | 4.1 | -3.9 | 4.5 | 0.5 | -7.0 | 6.3 | 2.8 | -4.0 | 2.1 | 5.1 | 15.0
CC[C@]12c3[nH]c4cc(CCC(=O)N(C)C)ccc4c3CCN1C(=O)[C@@H](CC(=O)NC/C=C(\C)CCC=C(C)C)C[C@@H]2C(=O)N1CCN(C(=O)c2ccco2)CC1 | -137.6 | / | 13.8 | 17.1 | 8.0 | 86.5* | 49.9 | 50.8 | -17.9 | 21.2 | -78.5
O=C(NCCCN1CCCCC1)C1CCN(S(=O)(=O)N2CCC3(CC2)OCCO3)CC1 | 8.9 | -4.9 | -11.7 | -18.5 | 13.6 | -20.9 | -0.7 | -5.3 | -13.1 | -14.3 | 12.7
O=S(=O)(NCC1CCCO1)c1cc(Cl)ccc1Br (stereo unspecified) | -1.1 | 2.4 | -25.2 | -3.8 | -3.0 | -16.5 | -10.0 | 4.5 | -6.7 | 13.0 | 3.0
O=C(NCCCN1CCCC1=O)C(=O)NCC1OCCN1S(=O)(=O)c1cc(F)ccc1F (stereo unspecified) | -6.3 | / | -6.6 | -11.2 | -2.5 | -12.8 | 13.2 | / | -6.5 | -9.3 | 7.1
Cc1onc(-c2ccccc2)c1C(=O)Nc1ccc(C(=O)N2CCCCC2)cc1 | -2.0 | 0.6 | -18.5 | -13.7 | -8.4 | -0.5 | -10.4 | 0.4 | -7.2 | 13.6 | 0.6
CC(=O)c1c(C)nc2cc(Cl)ccc2c1N | -18.9 | -1.8 | -5.6 | 10.0 | 7.5 | 6.1 | -4.1 | -4.0 | -9.8 | -13.3 | -16.1
Cc1cccc(OCC(=O)NCc2nc(-c3ccccc3)no2)c1 | -15.6 | -1.4 | -9.6 | 16.5 | 8.4 | 15.2 | -3.2 | 5.8 | -2.6 | 5.3 | -1.1
COC(=O)[C@H](Cc1ccccc1)NC(=O)NCc1ccc(C)cc1 | 0.1 | -3.2 | -27.0 | -13.0 | -5.2 | 16.8 | 2.1 | / | -5.9 | 2.2 | 12.0
COc1ccc(N(CC(O)Cn2c3ccccc3c3ccccc32)S(=O)(=O)c2ccccc2)cc1 (stereo unspecified) | 9.7 | -2.1 | -2.4 | -3.8 | -2.5 | -5.5 | 25.3 | -55.9 | 12.1 | 28.4 | 3.3
CCn1c(SCC(=O)N(Cc2ccccc2)C2CCS(=O)(=O)C2)nc2ccccc2c1=O (stereo unspecified) | 5.8 | -3.1 | -42.5 | 14.6 | -12.8 | 2.2 | -1.6 | 0.9 | -8.1 | 16.6 | 21.9
Cc1ccc(NC(=O)c2ccc(NCCc3ccccc3)c([N+](=O)[O-])c2)cc1F | 45.5 | -2.9 | 11.0 | 7.3 | -50.3* | 10.3 | -29.6 | 18.2 | -38.2 | 19.0 | 5.7

The list is partial; count on the stated rates, not on these rows.
